DAGLB inhibitor: DAGLB lipase inhibitors, primary screen, biochemical, fluorescence, HTS; HEK293T DAGLB membrane lysate, EnzChek fluorogenic substrate; inhibition, % at 5.17 µM; 340,000 tested, 0.059% active; in the data active = inhibition above about 34%;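 also: 0% = enzyme with vehicle and 100% = wells lacking enzyme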
Target sequence (Q8NCG7 whole entry, looked up): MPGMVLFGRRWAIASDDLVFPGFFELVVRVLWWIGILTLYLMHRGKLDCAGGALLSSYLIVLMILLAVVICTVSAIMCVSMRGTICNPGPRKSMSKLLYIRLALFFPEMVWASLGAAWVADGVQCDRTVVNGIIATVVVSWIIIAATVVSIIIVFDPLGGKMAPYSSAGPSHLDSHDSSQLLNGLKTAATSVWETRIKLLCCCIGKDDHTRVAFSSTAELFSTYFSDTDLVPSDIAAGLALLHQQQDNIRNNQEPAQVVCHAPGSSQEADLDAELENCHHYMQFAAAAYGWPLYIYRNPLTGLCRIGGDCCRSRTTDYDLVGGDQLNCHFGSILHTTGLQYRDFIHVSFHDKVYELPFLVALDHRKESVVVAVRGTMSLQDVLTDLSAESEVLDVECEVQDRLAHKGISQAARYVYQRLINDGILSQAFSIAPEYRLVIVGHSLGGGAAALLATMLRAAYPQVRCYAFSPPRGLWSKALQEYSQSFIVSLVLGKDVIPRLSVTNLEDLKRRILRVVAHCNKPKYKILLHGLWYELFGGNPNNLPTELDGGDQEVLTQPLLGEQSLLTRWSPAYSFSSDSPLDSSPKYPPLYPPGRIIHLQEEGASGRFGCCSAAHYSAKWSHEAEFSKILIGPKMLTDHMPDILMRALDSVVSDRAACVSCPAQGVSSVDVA
E coli growth: E. coli V3065 growth inhibition, primary screen, counter-screen for AddAB inhibitor project, absorbance, OD600; 18 h; inhibition, % at 11.9 µM; 330,000 tested, 0.27% active; AID 449728, 2010;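 active = inhibition above the campaign's mean inhibition across all tested compounds plus 3 SD, cut at about 9.9% in these data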;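 also: uninfected addAB+ strain grown without phage in ampicillin broth; 0% = DMSO wells and 100% = ciprofloxacin 0.95 µg/ml wells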
AddAB inh: growth inhibition of E. coli expressing H. pylori AddAB, primary screen, AddAB inhibitor project, absorbance; 330,000 tested, 0.29% active; inhibition, % at 11.9 µM; in the data active = inhibition above about 12%;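 also: 0% = vehicle wells of infected cells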
Tat export inh: E. coli Tat export inhibitors, primary screen, MC4100, TorA-mCherry reporter, fluorescence, single point; inhibition, % at 10 µM; 340,000 tested, 0.036% active; AID 488895, 2010;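 active = mean replicate inhibition at least 50% and at least half of replicates individually reaching 50%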;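 also: exported cargo escapes ClpAP degradation while cytoplasmic cargo is degraded and loses fluorescence; 0% = median of neutral control wells and 100% = median of NaSCN control wells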
Wnt act: Wnt/beta-catenin pathway activators, primary screen, cell-based, plate reader, single point | Wnt/beta-catenin reporter cell assay, activator | activation, % at 9.35 µM | 300,000 tested, 1.2% active | AID 743398, 2014; in the data active = activation above about 30%, passing the limit was not always enough;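 also: 0% = neutral control wells and 100% = positive control wells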
CAL PDZ inh: CAL PDZ peptide-binding inhibitors, primary screen, biochemical, fluorescence polarization, Cer-tagged CAL PDZ, HTS; 330,000 tested, 0.02% active; inhibition, % at 20 µM; purified CAL PDZ, TMR-peptide fluorescence polarization, 1 h; AID 504414, 2011; Golgi-associated PDZ and coiled-coil motif-containing protein (Homo sapiens), Q9HD26;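 active = highest replicate inhibition of at least 40%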;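 also: plate controls were DMSO neutral control wells for no effect and unlabeled competitor peptide control wells for full effect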
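Material: tagged CAL PDZ domain; buffer or medium: 25 mM sodium phosphate pH 7.4, 150 mM NaCl, TCEP, IgG, Thesit; compound dosing: single point, 20 µM; schedule: 1 h incubation at room temperature before polarization reading; measured by: FP readout, S and P plane fluorescence; read-out basis: percent inhibition from loss of millipolarization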
phage Ecoli inh: growth loss of phage-infected E. coli, primary screen, RecBCD inhibitor project, absorbance, with phage, HTS. inhibition, % at 11.9 µM. AID 651602, 2012. 360,000 tested, 0.26% active; in the data active = inhibition above about 11%
Rtt109 Vps75: inhibitors of C. albicans Rtt109/Vps75 HAT, primary screen, biochemical, ThioGlo CoA-SH fluorescence, plate reader | Histone acetyltransferase RTT109 (Candida albicans (strain SC5314 / ATCC MYA-2876)), … | purified Rtt109/Vps75, 4 h | AID 540336, 2011 | inhibition, % at 34.9 µM | 330,000 tested, 0.16% active;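 active = inhibition of at least 50% in every replicate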
Target sequence (Q5AAJ8 whole entry, looked up): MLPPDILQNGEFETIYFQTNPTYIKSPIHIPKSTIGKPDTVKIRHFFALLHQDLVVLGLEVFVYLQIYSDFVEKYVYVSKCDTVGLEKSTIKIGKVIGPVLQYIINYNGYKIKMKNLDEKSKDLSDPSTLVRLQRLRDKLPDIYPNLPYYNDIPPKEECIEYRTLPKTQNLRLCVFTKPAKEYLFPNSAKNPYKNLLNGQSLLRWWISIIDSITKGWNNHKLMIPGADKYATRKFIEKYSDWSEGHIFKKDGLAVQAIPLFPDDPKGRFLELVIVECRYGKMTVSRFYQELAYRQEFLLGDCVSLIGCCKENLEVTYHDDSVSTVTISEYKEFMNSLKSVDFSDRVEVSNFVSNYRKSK
PvdQ acylase: P. aeruginosa PvdQ acylase inhibitors, primary screen, biochemical, fluorescence, plate reader and imaging, single point | inhibition, % at 10 µM | 340,000 tested, 0.063% active | purified PvdQ acylase | PvdQ acylase [Pseudomonas aeruginosa LESB58]; in the data active = inhibition above about 30%, passing the limit was not always enough;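 also: 0% = vehicle neutral wells and 100% = reference inhibitor wells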
PfHsp90 yeast 2: growth inhibition of PfHsp90-expressing yeast, primary screen, antimalarial PfHsp90 inhibitor project, S. cerevisiae, BacTiter-Glo luminescence, single point, set 2. BacTiter-Glo ATP, 48 h; yeast lacking PDR1 and PDR3 efflux regulators. inhibition, % at 9.4 µM. 310,000 tested, 0.32% active. AID 504621, 2011;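 active = every replicate shows inhibition above about 80%, whatever the replicate mean, limit read from the data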;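 also: 0% = DMSO neutral controls and 100% = 20 µM radicicol positive controls; yeast relying on Plasmodium falciparum Hsp90 in place of its own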
An asterisk follows results filed as active; i = inactive; nt = not tested or not shown.

SMILES | DAGLB inhibitor | E coli growth | AddAB inh | Tat export inh | Wnt act | CAL PDZ inh | phage Ecoli inh | Rtt109 Vps75 | PvdQ acylase | PfHsp90 yeast 2
COc1ccc(CCNC(=O)c2nnn(-c3ccc4c(c3)OCCO4)c2N)cc1OC | 3 | -1.7 | -0.7 | 2 | nt | -1.2 | 3.2 | 10 | -8 | nt
CC(=O)N1CCN(CC(=O)Nc2sccc2C#N)CC1 | 0 | -0.7 | -0.1 | -7 | 0 | -1.8 | 3.1 | -3 | 19 | 9
Cc1cccc(NC(=O)CSCC(=O)Nc2cccc3ncccc23)c1 | 0 | 0.2 | 3.8 | 0 | 0 | 0.1 | -0.1 | -2 | 4 | 17
Cc1ccc(O)c(C(=O)c2cc(C#N)c(=O)n(-c3nccs3)c2)c1 | -59 | -2.6 | -0.7 | -4 | -5 | -1.7 | 1.1 | 7 | 15 | 6
Cc1cccc(Cl)c1OCCCN1CCOCC1 | 0 | -2.1 | 1.6 | 2 | 0 | -0.9 | 3.1 | 2 | -5 | 6
O=C(Nc1nc2ccccc2[nH]1)c1cccc(S(=O)(=O)N2CCOCC2)c1 | 2 | -2.1 | 2.6 | 0 | nt | -1.2 | 0.0 | 7 | -4 | -2
CCCCn1c(N)c(N(CC(C)C)C(=O)c2oc3ccc(OCC)cc3c2C)c(=O)[nH]c1=O | 3 | 0.4 | 2.4 | -3 | -1 | -2.8 | 0.4 | -1 | -3 | 6
C=CCN(c1ccccc1)S(=O)(=O)c1cccc(C(=O)Nc2ccncc2)c1 | 1 | -1.3 | -0.6 | 11 | 0 | -3.5 | -0.2 | -6 | -13 | 26
CCCc1nc2ccccc2c(C(=O)OC(C)C(=O)NCc2ccc3c(c2)OCO3)c1CC (stereo not given) | -7 | 0.1 | 0.2 | 7 | -5 | -1.4 | -0.1 | -4 | -7 | -19
O=C1CCc2cc(S(=O)(=O)NCc3ccc(Cl)cc3)cc3c2N1CC3 | 1 | -1.5 | -0.7 | 3 | -1 | -0.1 | -0.5 | 2 | -5 | nt
O=C1CCc2cc(S(=O)(=O)NC3CCCCC3)cc3c2N1CC3 | 4 | 0.5 | 0.0 | -7 | 1 | -1.2 | 0.1 | -5 | -8 | 33
O=c1c2ccccc2nc(-c2ccccc2)n1CCN1CCOCC1 | -2 | -0.9 | -0.8 | -5 | 3 | 0.1 | 2.2 | 1 | -21 | 6

Some values from above.
C=CCN(c1ccccc1)S(=O)(=O)c1cccc(C(=O)Nc2ccncc2)c1 – CAL PDZ inh = -3.5
Cc1cccc(Cl)c1OCCCN1CCOCC1 – Wnt act = 0

The list continues.
SMILES | DAGLB inhibitor | E coli growth | AddAB inh | Tat export inh | Wnt act | CAL PDZ inh | phage Ecoli inh | Rtt109 Vps75 | PvdQ acylase | PfHsp90 yeast 2
O=C(CSc1nc2ccc(Cl)cc2[nH]1)NCCc1ccc(Cl)cc1 | -2 | -0.8 | 3.5 | -6 | -2 | -4.3 | 2.2 | -11 | -21 | -18
CCCc1ccc(OCC(=O)Nc2cc(S(=O)(=O)CC)ccc2O)cc1 | 3 | 4.7 | 3.7 | -3 | -1 | -0.8 | 3.1 | 16 | -3 | 15
COCC(C)NC(=S)Nc1ccccc1[N+](=O)[O-] (stereo not given) | 0 | 1.5 | 1.5 | 16 | 0 | -1.7 | -0.5 | -18 | 5 | 11
COc1ccc(C(=O)O)cc1S(=O)(=O)N(CCc1ccccc1)Cc1ccccc1 | 7 | -0.5 | 0.8 | -3 | -1 | -1.7 | 1.1 | 4 | -4 | -5
CCCCC(=O)NC(c1ccc(Cl)cc1Cl)c1ccc2cccnc2c1O (stereo not given) | -13 | nt | nt | 4 | -1 | 0.2 | 19* | 3 | 7 | -78
O=C(CSc1nnc(-c2ccccc2)n1Cc1ccco1)NCc1ccc2c(c1)OCO2 | -1 | 1.3 | 1.6 | -5 | nt | -1.3 | 1.9 | 15 | -14 | 10
O=C(NCc1ccncc1)c1ccc(NS(=O)(=O)c2cccc([N+](=O)[O-])c2)cc1 | -1 | -0.2 | 1.4 | -9 | -1 | -0.1 | 5.3 | -10 | 0 | 6
CC(C)CC(=O)Nc1ccccc1N1CCN(c2ccccc2)CC1 | -5 | 6.9 | 15* | 8 | -1 | -0.3 | -0.1 | -1 | -5 | -24
Nc1ccccc1C(=O)Nc1cccc2ccccc12 | -6 | nt | nt | 1 | 0 | -0.5 | 0.1 | 5 | 13 | 1
O=[N+]([O-])c1ccc(Cl)cc1C=NNc1ccccn1 | 5 | nt | nt | -3 | -1 | -0.5 | 2.5 | -4 | 0 | 3
Cc1cccc(NC(=O)C2(C)CC3c4ccccc4C2c2ccccc23)c1 (stereo not given) | -5 | 1.2 | 1.8 | -9 | nt | nt | 1.5 | -19 | -16 | 11
CCC(C)NS(=O)(=O)c1ccc(NC(C)=O)cc1 (stereo not given) | 1 | 1.7 | 2.8 | -8 | -2 | -0.3 | 2.5 | -9 | -1 | 1

An excerpt from above, reduced to phage Ecoli inh.
SMILES | phage Ecoli inh
COc1ccc(C(=O)O)cc1S(=O)(=O)N(CCc1ccccc1)Cc1ccccc1 | 1.1
CCCCC(=O)NC(c1ccc(Cl)cc1Cl)c1ccc2cccnc2c1O (stereo not given) | 19*
O=C(CSc1nnc(-c2ccccc2)n1Cc1ccco1)NCc1ccc2c(c1)OCO2 | 1.9
O=C(NCc1ccncc1)c1ccc(NS(=O)(=O)c2cccc([N+](=O)[O-])c2)cc1 | 5.3
CC(C)CC(=O)Nc1ccccc1N1CCN(c2ccccc2)CC1 | -0.1

Next section.
SMILES | DAGLB inhibitor | E coli growth | AddAB inh | Tat export inh | Wnt act | CAL PDZ inh | phage Ecoli inh | Rtt109 Vps75 | PvdQ acylase | PfHsp90 yeast 2
CC1CCc2nc(NC(=O)C3CC3)sc2C1 (stereo not given) | 1 | -3.4 | 2.9 | -2 | nt | 0.5 | 0.7 | -6 | -6 | -8
CCC(=O)c1ccc(OCC(=O)NNC(=O)c2cc(C)oc2C)cc1 | -1 | nt | nt | -4 | -3 | -1.7 | 1.0 | -4 | 10 | 11
COC(=O)Nc1ccc(S(=O)(=O)NC2CCCCC2)cc1 | 0 | 0.8 | -1.0 | -6 | -1 | -1.6 | 1.9 | -5 | -11 | -4
CCNC(=O)/C(=C\C=C\c1ccccc1)NC(=O)c1ccc(Br)o1 | 1 | 1.2 | 3.1 | -2 | 0 | 0.1 | 1.5 | -2 | 8 | -93
CC(=O)Nc1ccc(N2CCOCC2)c([N+](=O)[O-])c1 | 1 | 0.6 | 1.0 | 15 | -4 | 0.0 | 3.0 | 1 | -5 | 3
CCN1C(=O)c2ccc(C(=O)O)cc2C1=O | 2 | -1.4 | -0.8 | 1 | nt | -2.6 | 1.7 | nt | 0 | 10
CCOC(=O)c1c(NC(=S)Nc2ccccc2C)sc2c1CCC2 | -4 | -0.9 | -0.1 | -5 | 2 | -3.0 | 4.0 | -10 | 3 | 9
CC1(c2nnc(Cc3ccccc3)o2)CC(c2ccccc2F)=NO1 (stereo not given) | 2 | -0.9 | 1.5 | 18 | 2 | -0.7 | 2.1 | -1 | -1 | 3
O=C(NCC(c1ccco1)N1CCOCC1)c1cccc(Cl)c1 (stereo not given) | 4 | 0.8 | 2.6 | 6 | -4 | -1.3 | -0.2 | 0 | -26 | -7
O=C1NC(=O)/C(=C/c2ccccc2OCc2ccccc2)S1 | 12 | 1.3 | -0.1 | -2 | 1 | -4.2 | 1.5 | 6 | 7 | 6
N#Cc1sc(C(N)=O)c(-c2ccccc2)c1-c1ccccc1 | -4 | 0.0 | -1.1 | -7 | -3 | -0.7 | 0.9 | 9 | -1 | -7
CC#CCN(CC#CC)S(=O)(=O)c1ccc(-n2cnnn2)c(OC)c1 | -2 | -0.8 | 1.1 | -4 | -1 | -1.4 | 0.8 | 54* | 2 | 20
Cn1c(N)c(C(=O)COC(=O)C2CC(O)CN2S(=O)(=O)c2ccc(Cl)cc2)c(=O)n(C)c1=O (stereo not given) | 0 | 2.5 | 1.5 | 6 | 0 | -0.1 | 2.0 | 6 | 0 | 18
CC1(C)CC(=O)C(CC(=O)Nc2cc(C(F)(F)F)ccc2Cl)C(=O)C1 | 0 | 2.1 | 0.7 | -7 | 1 | -1.9 | 2.4 | 5 | 12 | 6
CCc1n[nH]c(=S)n1/N=C/c1cc(Br)c(O)c(OC)c1 | -4 | 0.1 | -2.2 | 3 | 2 | -0.1 | -0.4 | 0 | 4 | 11
CCCSc1ccc(-c2nn(-c3ccccc3)cc2/C=C(/C#N)C(=O)N2CCOCC2)cc1 | -10 | -0.9 | 2.8 | 6 | 5 | -0.7 | 2.0 | 2 | 6 | 14
Cc1cc(OC(C)C(=O)NCc2ccccn2)c2c(C)c(Cc3ccccc3)c(=O)oc2c1 (stereo not given) | -1 | 0.6 | 1.9 | -6 | 0 | -0.7 | -1.0 | 5 | -16 | 20
CCOC(=O)c1c(C)[nH]c(C(=O)CSc2nnc(Nc3ccccc3F)s2)c1C | -2 | -1.6 | 1.9 | -3 | nt | -0.9 | 3.8 | -6 | -1 | 1
CCOC(=O)C1CCN(C(=O)CSc2ccc(Cl)cc2)CC1 | 0 | 1.6 | 0.6 | 9 | nt | 0.9 | -0.5 | 2 | -9 | -12
Cc1cc(N)ccc1NC(=O)CN1CCOCC1 | -1 | -0.1 | 1.0 | -6 | -1 | -0.6 | 0.9 | 0 | -11 | -28
O=S(=O)(O)c1ccc(N2N=C(c3ccccc3)CC2c2ccccc2)cc1 (stereo not given) | 6 | -0.2 | -1.7 | -6 | -4 | -0.3 | 2.8 | i | -8 | 4
CC1(C)CC(=O)c2cc(N=C/C(C(=O)c3ccccc3)=C(\O)c3ccccc3)c(=O)oc2C1 | -8 | -8.2 | -6.7 | -1 | 8 | 0.4 | -0.2 | -9 | -4 | -9
COc1ccc(C2/C=C\CN(C(=O)c3ccc(C)cc3)[C@H](Cc3ccccc3)C(=O)N2Cc2ccc(F)cc2)cc1 (stereo not given in full) | 40* | 1.5 | 0.2 | 2 | nt | 0.1 | nt | 4 | -25 | 8
CN(CC(=O)Nc1ccccc1Cl)C(=O)CCNC(=O)Nc1ccccc1 | -2 | 3.7 | 0.5 | 4 | 1 | -0.3 | 2.2 | -9 | -8 | -20
C1=CC2CC1CC2CNCc1ccco1 (stereo not given) | 3 | -2.7 | 2.4 | 6 | nt | -0.8 | 2.9 | -7 | -5 | nt
COc1cccc(/C=C/c2onc(C)c2S(=O)(=O)N2CCC(C(=O)NC3CCCCCC3)CC2)c1 | -6 | -0.9 | 2.7 | 7 | -3 | -0.9 | -0.4 | -6 | -8 | -13
CCOc1ccccc1CN1CCNC(=O)C1CC(=O)NCc1cc(C)n(C)n1 (stereo not given) | -2 | -0.1 | 1.8 | 4 | -3 | -1.8 | 2.4 | -8 | -12 | -19
Cc1ccc(-n2nc3c([n+]2[O-])CCc2nonc2-3)cc1 | 0 | 0.7 | 1.0 | -7 | 3 | -0.7 | 3.0 | -3 | -8 | -1
